Source: PubChem BioAssay (several laboratories)
MT stabilizer – stabilizes microtubules in HeLa cells; AID 2205; % tubulin-high responders, % at 10 µM; hit rate 0.83% among 200,000; HeLa tubulin immunostaining HCS, 24 h; share of cells brighter than vehicle mean+2SD;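 active = plate Z-score above 3 for both tubulin-high and condensed-nucleus cell shares, with cell loss under 80%, at 10 µM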;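 note: anti alpha tubulin signal scored within the nucleus-defined area of each cell; some results filed as inactive read as strong as hits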
PMI inhibitors – MPI enzyme activity inhibition – biochemical, fluorescence intensity, coupled assay, primary screen (AID 1209). hit rate 0.42% among 190,000. purified PMI enzyme, coupled fluorescence intensity; higher % means a stronger effect. one-dose inhibition, % at 20 µM; IC50 in µM for titrated hits;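 note: plate controls were DMSO vehicle for no effect and wells lacking substrate for full effect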
WT yeast gro inh – growth inhibition of WT yeast, mitochondrial fusion screen | mitochondrial fusion phenotypic screen, WT strain | inhibition, % at 10 µM | hit rate 2.1% among 190,000 | AID 1362; in the data active = inhibition above about 58%; tested in S. cerevisiae
bCat nuc transl – beta-catenin nuclear translocation modulation | HeLa beta-catenin nuclear translocation, immunofluorescence imaging | nuclear translocation activity, % at 5 µM | hit rate 0.3% among 190,000 | AID 1665;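 active = nuclear translocation activity above 50% at 5 µM, with a well cell count of 50 or more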;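 note: per-cell ratio of nuclear to cytoplasmic median beta-catenin stain intensity; plate controls were DMSO negative control for no effect and GSK-3 inhibitor IX positive control for full effect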
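assay system = human HeLa cells, endogenous beta-catenin | times = compound treatment 24 h, 37°C, 5% CO2 | detection = Anti-beta-catenin immunofluorescence on PFA-fixed, Triton-permeabilized cells, DAPI nuclei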
Dynein transport – blocks dynein driven cargo transport along microtubules; 3617.4 mouse cells, GR-EGFP nuclear translocation imaging; test concentration mostly 20 µM; stimulated with dexamethasone, 1 µM; active compounds read low; z-score, hits read low; hit rate 0.47% among 220,000;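 active = plate z-score of nuclear minus cytoplasmic receptor signal below a set negative limit, without overly bright fluorescence or cell loss, cut at about -3.5 in these data, passing the limit was not always enough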;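 note: z-score of nuclear minus cytoplasmic ring GR-EGFP intensity difference per well; some compounds called inactive have numbers as strong as hits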
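Also added – dexamethasone, 1.0 µM final · Buffer or medium – tet-free, stripped-serum medium · Schedule – induction 48 h, compound 1 h, agonist 30 min · Detection – formaldehyde fixation, Hoechst nuclear stain, 10x automated fluorescence imaging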
PMI inhibition – MPI inhibition at elevated mannose 6-phosphate – biochemical, fluorescence intensity, high mannose 6-phosphate, primary screen (AID 1220). recombinant PMI enzyme, coupled fluorescence intensity; higher % means a stronger effect. inhibition, % at 20 µM; hits with a dose series show IC50 in µM. hit rate 0.66% among 190,000
Ins promoter up – MIN6 insulin promoter up-regulation | AID 1625 | hit rate 0.3% among 190,000 | MIN6 insulin promoter-GFP reporter, high-content imaging; active compounds read high | z-score at 5 µM;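 active = z-score above 3 at 5 µM with at least 500 cells counted in the well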
Autophagy HCS – autophagy modulation, high-content screen; hit rate 0.98% among 190,000; MEF GFP-LC3 puncta imaging; test concentration mostly 10 µM; calls only at 10 µM (by protocol);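 active = percentage of spot-positive cells more than 3 SD above its plate mean, without a fluorescence outlier flag or 80% toxicity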;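 note: spot-positive cell cutoff set from DMSO-treated cells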
Yfh1-depleted yeast – mitochondrial function rescue without frataxin homolog – Friedreich's ataxia, plus single-dose screen, dose response (AID 1465); S. cerevisiae Yfh1-off respiration, WST-1 reduction, 72 h; higher fold induction means a stronger effect; one-dose fold induction at 50 µM; EC50 in µM for titrated hits; hit rate 0.074% among 220,000;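 active = fold induction of absorbance versus untreated yeast above a set limit, then at least 30% activation at any dose in follow-up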;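 note: activators that raise dye reduction in frataxin-depleted yeast; strong numbers were not always called active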
WT yeast gro inh mutant strain – also measured in WT yeast gro inh; calls as there; inhibition, %; mitochondrial fusion phenotypic screen, mutant strain inhibition
Dynein transport cytoplasmic EGFP – further read-out of Dynein transport, marked with its call; z-score; measured here: cytoplasmic GR-EGFP intensity; active compounds read high
Dynein transport nuclear GR-EGFP – second read-out of Dynein transport, no call of its own (marks repeat the call); z-score; measured here: nuclear GR-EGFP intensity;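 lower value marks the stronger effect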
Dynein transport cell count – also measured in Dynein transport; calls as there; z-score; measured here: cell count per field
Ins promoter up cell count – recorded beside Ins promoter up, whose call it bears; cell count; measured here: cytotoxicity, nuclei count;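 total cells summed across four imaged fields per well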
bCat nuc transl cell count 5 µM – also measured in bCat nuc transl; calls as there; cell count; measured here: cell count, cytotoxicity flag
MT stabilizer Hoechst-high % – further read-out of MT stabilizer, marked with its call; % Hoechst-high responders; measured here: nuclear condensation Hoechst responders;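 share of cells brighter than vehicle mean plus two SD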
MT stabilizer cytotoxicity % – second read-out of MT stabilizer, no call of its own (marks repeat the call); toxicity, %; measured here: cytotoxicity by cell density;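 0% = mean cell density of plate MIN control wells and 100% = no cells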
Autophagy HCS cell loss 18 h – also measured in Autophagy HCS; calls as there; toxicity, %; measured here: cell loss, nuclei count;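 cell loss after 18 h compound exposure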
* hit, by the source's call; i = inactive; x = not tested or not shown. Cut-off read from the data, not from the text of the source, unless noted: active = inhibition above about 50%; inactive = the rest.

Fields: MT stabilizer	MT stabilizer Hoechst-high %	MT stabilizer cytotoxicity %	PMI inhibitors	WT yeast gro inh	WT yeast gro inh mutant strain	bCat nuc transl	bCat nuc transl cell count 5 µM	Dynein transport	Dynein transport cytoplasmic EGFP	Dynein transport nuclear GR-EGFP	Dynein transport cell count	PMI inhibition	Ins promoter up	Ins promoter up cell count	Autophagy HCS	Autophagy HCS cell loss 18 h	Yfh1-depleted yeast
Cc1c2cnn(CC(=O)N3CCN(c4ncccn4)CC3)c(=O)c2c(C)n1Cc1ccc(F)cc1
→ 1.3	3.5	9.1	-2.1%	3.7	-10.6	-0.4	1027	0.0888	-0.244	-0.122	0.134	3.1%	-0.34	1469	i	13.7	i
Cc1nc2ccccc2n1-c1ccccc1
→ 3.2	4.1	8.0	-8.1%	8.4	11.2	-4.5	931	2.32	0.156	1.86	-0.974	-5.5%	0.05	1015	i	2.4	i
COc1ccc(/C=N/NC(=O)c2cc(-c3cccnc3)nc3ccccc23)c(OC)c1
→ 1.8	2.0	1.8	-0.3%	7.6	6.1	1.7	1124	0.944	-0.248	0.837	-1.06	-5.7%	-0.92	1281	i	5.4	i
CCOc1ccc(CNC(=O)CCS(=O)(=O)Cc2ccc(C)cc2)cc1OC
→ 2.4	1.0	9.2	-8.0%	6.9	0.2	-0.4	1036	-0.453	-0.0732	-0.212	0.25	-0.8%	0.09	1222	i	1.8	i
Cc1nc(C(F)(F)F)c(C(=O)N/N=C(\N)c2ccccn2)s1
→ 3.7	2.5	4.0	19.2%	-34.7	-9.8	0.3	1157	0.349	-0.0688	0.135	0.64	-8.5%	-1.17	1371	i	6.7	i
COc1cccc(NC(=O)c2ccc(CN3CCOCC3)cc2)c1
→ 4.4	2.8	1.6	-4.9%	-24.3	15.2	1.1	1170	-0.359	-0.182	0.238	0.00893	0.8%	-0.57	1176	i	-14.1	i
N=C1/C(=C/c2cccn2Cc2ccc(Cl)cc2)C(=O)N=C2SC=CN12
→ 2.4	2.5	5.7	15.4%	5.3	20.0	3.1	1034	0.287	-0.136	0.263	-0.532	10.4%	0.06	1451	i	4.7	i
Cc1cccc(N2CCN(CC(=O)NCC3CCCCC3)CC2)c1C
→ 4.2	2.1	6.7	10.1%	27.8	16.0	0.7	908	-0.446	-0.255	-0.131	-0.671	-0.3%	0.02	1236	i	0.2	i
CC1=NN(Cc2ccccc2)C(=O)C1C(c1ccc(Cl)cc1)C(C#N)C#N (stereo unspecified)
→ 2.5	2.2	6.7	-10.5%	-6.5	27.5	-0.7	838	-0.0694	-0.127	-0.027	0.0529	-18.5%	-0.26	1451	i	-26.2	i
CCCN(Cc1ccccc1)C(=S)Nc1ccc(OC(F)F)cc1
→ 7.5	2.0	7.9	5.0%	1.4	6.3	-1.0	1073	-0.321	-0.251	-0.0942	0.387	-5.0%	0.05	1554	i	8.5	i
CC(C)n1cc(-c2ccc(Cl)cc2)cc(C#N)c1=O
→ 3.2	1.4	9.3	-3.6%	45.5	38.7	x	x	-0.704	0.193	-0.486	1.16	-5.1%	0.08	942	i	-10.1	i
O=C(Cn1c(CC(=O)N2CCCC2)nc2ccccc21)NCc1ccccc1
→ 2.0	1.3	4.9	6.9%	7.3	-5.9	-1.8	1179	-0.196	-0.198	-0.0954	0.0384	1.4%	0.63	1256	i	2.5	i
COc1ccccc1N1CCN(c2cnccn2)CC1
→ 4.1	2.6	5.5	2.7%	-11.3	3.5	-4.4	1173	1.99	-0.59	2.64	-0.797	5.8%	0.54	1301	i	-13.2	i
CCn1ncc(Br)c1C(=O)Nc1sc2c(c1C(=O)OC)CCC2
→ 2.4	0.2	13.6	x	x	x	x	x	0.584	-0.0721	0.599	-0.57	x	x	x	i	-5.1	i
CC1=C(C(=O)OC(C)C)C(c2cccs2)N2C(=O)CCSC2=N1 (stereo unspecified)
→ 3.2	2.5	8.0	13.5%	-5.0	-71.2	x	x	1.15	-0.262	-0.0247	-0.309	11.1%	x	x	i	-6.2	i

Continued:
Fields: MT stabilizer	MT stabilizer Hoechst-high %	MT stabilizer cytotoxicity %	PMI inhibitors	WT yeast gro inh	WT yeast gro inh mutant strain	bCat nuc transl	bCat nuc transl cell count 5 µM	Dynein transport	Dynein transport cytoplasmic EGFP	Dynein transport nuclear GR-EGFP	Dynein transport cell count	PMI inhibition	Ins promoter up	Ins promoter up cell count	Autophagy HCS	Autophagy HCS cell loss 18 h	Yfh1-depleted yeast
Cc1nc(Cl)c(C#N)c2c1CCCC2
→ x	x	x	x	x	x	-1.4	1193	-0.293	-0.246	-0.257	1.22	x	0.33	1113	x	x	i
Cn1c(=O)[nH]c(=O)c2c1nc(N1CCCCCC1)n2CC(=O)c1ccccc1
→ x	x	x	-0.4%	x	x	-0.3	976	x	x	x	x	3.0%	-0.83	999	x	x	x
Cc1ccccc1-n1c(SCC(=O)N2CCC(C(=O)O)CC2)nnc1-c1ccncc1
→ 1.2	1.7	4.8	-1.8%	5.0	-15.1	-0.4	977	-0.716	-0.24	0.0528	-0.278	0.9%	0.06	1622	i	0.5	i
CNS(=O)(=O)c1ccc(OC)c(-c2nnc3c4ccccc4c(C)nn23)c1
→ 2.5	1.6	9.5	6.1%	-3.4	-8.5	0.5	1444	0.0783	-0.176	0.222	0.00898	3.7%	-0.14	1490	i	10.1	i
COc1ccc(NC(=O)COC(=O)CC23CC4CC(CC(C4)C2)C3)c([N+](=O)[O-])c1
→ 3.8	1.5	5.3	16.6%	20.0	9.0	1.8	1007	0.0878	-0.23	0.074	-0.0701	7.9%	0.25	2086	i	13.3	i
COCCNS(=O)(=O)c1cc(-c2nn(C)c(=O)c3ccccc23)ccc1C
→ 6.1	4.3	6.6	-6.6%	8.2	20.5	0.8	1021	0.179	-0.348	0.156	0.242	-1.2%	-0.31	1284	i	-6.7	i
O=C(CSCc1ccccc1Cl)NN=C1CCCCCC1
→ 1.3	1.4	9.4	12.0%	25.7	12.3	-4.3	1131	-0.526	-0.227	-0.674	0.836	10.3%	-0.27	1995	i	-2.1	i
O=C1CC(N2CCC(c3nc4ccccc4[nH]3)CC2)C(=O)N1c1cccc(F)c1 (stereo unspecified)
→ 2.2	2.2	14.7	5.8%	-1.0	-5.5	-0.2	851	-0.381	-0.311	-0.0243	0.527	9.2%	0.12	1528	i	20.2	i
N/C(=N\OC(=O)COc1ccc([N+](=O)[O-])cc1)c1ccc(Br)cc1
→ 1.5	1.6	6.8	-42.4%	-4.9	17.3	-2.4	1057	0.000532	-0.246	-0.266	0.394	-35.4%	0.22	1111	i	6.0	i
C=CCn1c(SCC(=O)c2c(N)n(C)c(=O)n(C)c2=O)nc2sc(C)c(C)c2c1=O
→ 3.1	3.3	12.6	21.1%	15.6	9.2	2.5	1397	-0.058	-0.401	-0.0989	0.435	11.2%	-0.56	1139	i	4.7	i
CCc1ccccc1NC(=O)CSc1nnc([C@@H]2CCCN2C(=O)OC(C)(C)C)o1
→ 5.1	3.3	8.2	1.4%	14.3	-4.1	-3.0	1000	-0.304	0.0167	-0.726	-0.896	4.1%	x	x	i	11.6	i
Nc1nc(-c2cccnc2)nn1C(=O)Cc1ccccc1
→ 3.1	0.2	46.3	17.4%	1.6	14.2	x	x	-0.43	-0.221	0.126	-0.0799	13.7%	-0.15	1225	i	3.8	i
Cn1c(CCNC(=O)c2ccc(Cl)c(Cl)c2)nnc1SCc1ccc(Cl)c(Cl)c1
→ 3.4	1.9	9.0	22.1%	14.2	11.9	-0.1	1031	-0.124	-0.187	-0.222	1.48	23.0%	0.92	1980	i	-23.1	i
Cc1ccc(NS(=O)(=O)c2cccc([N+](=O)[O-])c2)nc1
→ 3.4	1.5	19.2	0.1%	8.3	14.5	-2.0	1079	-0.793	-0.263	-0.0387	0.644	10.2%	0.83	951	i	16.2	i
COC(=O)CNC(=O)C(CCSC)NC(C)=O (stereo unspecified)
→ 2.0	1.1	7.1	5.2%	-1.6	-9.3	-2.0	958	0.121	-0.328	0.219	0.0401	-1.1%	0.17	1452	i	29.0	i

Further records follow.
Fields: MT stabilizer	MT stabilizer Hoechst-high %	MT stabilizer cytotoxicity %	PMI inhibitors	WT yeast gro inh	WT yeast gro inh mutant strain	bCat nuc transl	bCat nuc transl cell count 5 µM	Dynein transport	Dynein transport cytoplasmic EGFP	Dynein transport nuclear GR-EGFP	Dynein transport cell count	PMI inhibition	Ins promoter up	Ins promoter up cell count	Autophagy HCS	Autophagy HCS cell loss 18 h	Yfh1-depleted yeast
Cc1ccc(C(=O)N2CC(=O)Nc3ccc(F)cc3C2c2ccc(F)cc2)cc1[N+](=O)[O-] (stereo unspecified)
→ 7.0	0.9	0.5	16.4%	18.9	11.9	1.2	1098	1.41	-0.0556	0.535	-1.08	7.2%	0.48	1179	i	-11.1	i
CC(C)C(=O)NC(=S)Nc1ccc(S(=O)(=O)N2CCN(C)CC2)cc1
→ 4.0	4.4	6.8	-3.3%	-13.3	-18.1	3.1	984	2.07	0.419	0.628	-1.62	-3.6%	-0.09	1324	i	-9.0	i
O=C(NC1CC1)c1ccc2c(c1)NC(=O)c1ccccc1S2
→ 2.5	4.3	1.8	-2.0%	3.9	-21.4	-6.5	1148	0.111	-0.152	0.363	-0.362	-6.4%	-0.53	1031	i	6.4	i
CCC(CC)n1[nH]c(=O)cc1N
→ 4.7	2.8	2.8	-3.8%	-4.6	-2.9	-2.5	1200	-0.465	-0.257	-0.165	0.207	-2.4%	x	x	i	-2.4	i
COc1ccc(-c2cc(C(F)(F)F)nc(S(=O)(=O)CCCC(=O)Nc3cccc(O)c3)n2)cc1OC
→ 2.7	1.2	4.1	-44.9%	-9.4	4.2	-0.8	1148	-5.65*	1.3*	-2.76*	0.317*	-12.4%	-0.11	1263	i	26.9	i
Cc1ccc(C(=O)OCC(=O)NCc2ccc3c(c2)OCO3)s1
→ 1.7	1.6	6.8	-7.8%	1.9	-10.9	-5.3	950	0.399	-0.22	-0.0871	0.245	-4.5%	0.18	1231	i	4.9	i
COc1ccc(CCNC(=O)c2ccc3c(SCC(=O)O)c4c(nc3c2)CCCC4)cc1OC
→ 3.2	2.1	8.5	-37.0%	-1.4	-4.0	0.6	1103	-0.582	-0.393	-0.297	1.1	-47.6%	-1.18	1179	i	5.6	i
